HP1b binding inh = inhibitors of HP1-beta chromodomain binding to methylated histone tails; P83916; AlphaScreen HP1-beta / biotin-H3K9me3 peptide binding; Potency, µM (titrated, usually from 114 µM), for inactives: at the top dose activity change, negative = inhibition, hits mostly inhibitors; 390,000 tested, 0.56% active; note: potency is the fitted concentration of half-maximal effect; nearly all actives have a fitted effect of over 70% in size; inactives centre near 23
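AlphaScreen: HP1-beta (50 nM) preformed 30 min with biotin-H3(1-18)K9me3 peptide (50 nM) in PBS pH 7.4, 0.01% Tween-20. Compound added for 30 min at RT, then streptavidin donor/nickel chelate acceptor beads (10 ug/mL) for 30 min.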
Pin1 inhibitor = human Pin1 inhibition. Q13526. Pin1 FP peptide displacement, HiFluor488, 10 min. Potency, µM (highest dose often 115 µM), inactives show at the top dose activity, negative = inhibition, hits mostly inhibitors. 390,000 tested, 0.009% active. AID 504891; active = well fitted inhibition curve with a large enough effect in the polarisation, with a control signal flat, not every such curve was filed as active; inconclusive = small, poorly fitted or top-dose-only effect, or effect the other way, or a change in a side signal; inactive = no such curve, though single readings can be large or run the other way; the % refers to the polarisation; note: potency is the fitted concentration of half-maximal effect; % is set by controls: 0 for no effect and ±100 for the full control effect
GLS inh = blocks human kidney-isoform glutaminase activity | Potency, µM (series often up to 45.5 µM), for inactives: at the top dose activity change, negative = inhibition, most hits filed as inhibitors | GLS enzymatic activity, qHTS titration | 410,000 tested, 0.21% active; note: potency is the fitted concentration of half-maximal effect; % is set by controls: 0 for no effect and ±100 for the full control effect
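Two-point fluorescence kinetic (t0, 30 min RT) for hKGA; glutamate detected via glutamate oxidase–HRP–Amplex Red. Substrate: 1 mM L-glutamine solution; buffer 45 mM KH2PO4, pH 8.2.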
BAZ2B inh = blocks human BAZ2B; Q9UIF8; AlphaScreen BAZ2B-H3K14Ac peptide displacement; Potency, µM (highest dose often 114 µM), for inactives: at the top dose activity change, negative = inhibition, usual class: inhibitors; 360,000 tested, 4.4% active; AID 504333; note: potency is the fitted concentration of half-maximal effect; % is set by controls: 0 for no effect and ±100 for the full control effect; nearly all actives have a fitted effect of over 60% in size
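AlphaScreen displacement: compounds (up to 110uM) incubated 30 min at room temperature with a preformed 50 nM BAZ2B/50 nM biotinylated H3K14Ac peptide complex in PBS pH 7.4 with Tween-20. Donor and acceptor beads at 10 ug/mL final added, 20 min light-protected before reading.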
POLH inh = inhibitors of human DNA polymerase eta; recombinant Pol eta, fluorescent DNA replication assay; Potency, µM (top dose mostly 114 µM), for the others: at the highest dose activity change, negative = inhibition, hits mostly inhibitors; 390,000 tested, 1.2% active; Q9Y253; note: potency is the fitted concentration of half-maximal effect; % is set by controls: 0 for no effect and ±100 for the full control effect
Target sequence (Q9Y253 whole entry, looked up): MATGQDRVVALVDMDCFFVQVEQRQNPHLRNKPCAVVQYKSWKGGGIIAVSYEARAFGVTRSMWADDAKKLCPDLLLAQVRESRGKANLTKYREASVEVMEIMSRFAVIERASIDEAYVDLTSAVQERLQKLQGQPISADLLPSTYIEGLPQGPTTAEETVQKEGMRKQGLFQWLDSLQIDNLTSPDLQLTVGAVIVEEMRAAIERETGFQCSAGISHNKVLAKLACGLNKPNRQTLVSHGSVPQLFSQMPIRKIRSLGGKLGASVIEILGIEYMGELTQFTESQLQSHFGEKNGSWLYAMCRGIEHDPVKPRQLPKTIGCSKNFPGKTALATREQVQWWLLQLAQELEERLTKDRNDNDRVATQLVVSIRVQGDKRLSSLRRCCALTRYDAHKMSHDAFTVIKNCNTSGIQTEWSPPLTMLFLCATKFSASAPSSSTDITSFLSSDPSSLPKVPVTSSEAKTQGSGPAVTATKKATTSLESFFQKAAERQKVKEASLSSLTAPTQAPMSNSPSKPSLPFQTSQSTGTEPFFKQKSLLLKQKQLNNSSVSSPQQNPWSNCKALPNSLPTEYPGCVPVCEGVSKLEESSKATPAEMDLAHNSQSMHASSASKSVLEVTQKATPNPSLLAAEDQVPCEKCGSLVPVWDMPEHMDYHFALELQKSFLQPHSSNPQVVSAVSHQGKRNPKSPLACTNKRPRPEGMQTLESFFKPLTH
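Pol eta at 10 nM preincubated with compounds 15 min at room temperature; reaction started with fluorescent substrate (50 nM final) and read kinetically at 0 and 10 min.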
JMJD2A Tudor inh = inhibitors of human JMJD2A Tudor domain | 390,000 tested, 4.4% active | AID 504339 | AlphaScreen JMJD2A-Tudor / H3K4me3 peptide binding | Potency, µM (top dose mostly 114 µM), without a hit: at the top dose activity change, negative = inhibition, most hits filed as inhibitors | O75164; note: potency is the fitted concentration of half-maximal effect; % is set by controls: 0 for no effect and ±100 for the full control effect; nearly all actives have a fitted effect of over 50% in size
PI4K2A block = inhibitors of human PI4K2A; purified PI4K2A, ADP-Glo luminescence, 1 h; hits give low values; Q9BTU6; AID 1346378; activity change, negative = inhibition, % at 76.9 µM; 420,000 tested, 0.13% active; in the data active = activity change below about -50%; inconclusive = mostly about -30% to -49%;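 note: -100% = wells without enzyme as full effect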
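PI4K2A activity was measured by ADP-Glo luminescence: enzyme (4 ug/mL stock) and phosphatidylinositol (1.2 mM stock) in Tris pH 7.5/MgCl2/EGTA/Triton X-100 buffer were reacted with ATP (300 microM stock) for one hour at ambient temperature.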
Tb PGK inh = blocks T. brucei phosphoglycerate kinase; P07378; PGK/GAPDH coupled, Kinase-Glo luminescence, 60 min; Potency, µM (doses to about 57.5 µM), for inactives: top-dose activity change, negative = inhibition, hits mostly inhibitors; 380,000 tested, 0.043% active; AID 602233; note: potency is the fitted concentration of half-maximal effect; % is set by controls: 0 for no effect and ±100 for the full control effect; nearly all actives have a fitted effect of over 60% in size
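Recombinant glycosomal PGK reaction used 1,3-bisphosphoglycerate generated in-well by GAPDH (100nM final) in 100mM TEA pH 7.6, 5mM MgCl2, 0.01% Tween-20. After 60 minutes at room temperature, ATP was read by Kinase-Glo Plus luminescence end-point.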
G9a block = inhibitors of human histone lysine methyltransferase G9a; Q96KQ7; G9a H3K9 monomethylation, AlphaScreen, 2 h; Potency, µM (doses to about 102 µM), for inactives: at the highest dose activity, negative = inhibition, hits mostly inhibitors; 350,000 tested, 8.8% active; AID 504332; note: potency is the fitted concentration of half-maximal effect; % is set by controls: 0 for no effect and ±100 for the full control effect; nearly all actives have a fitted effect of over 75% in size
Target sequence (Q96KQ7 913-1193 limits assumed): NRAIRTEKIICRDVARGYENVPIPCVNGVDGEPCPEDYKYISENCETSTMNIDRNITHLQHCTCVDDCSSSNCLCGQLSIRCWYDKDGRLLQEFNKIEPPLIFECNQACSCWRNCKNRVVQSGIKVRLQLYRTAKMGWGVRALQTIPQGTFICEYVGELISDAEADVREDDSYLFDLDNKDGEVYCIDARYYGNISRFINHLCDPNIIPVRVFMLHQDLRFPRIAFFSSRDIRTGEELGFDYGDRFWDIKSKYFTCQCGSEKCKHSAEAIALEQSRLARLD
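AlphaScreen read-out: biotin-H3K9 peptide (500 nM) methylation by 20 nM enzyme with 20 uM SAM, 2 h at room temperature after 15 min compound preincubation; anti-monomethyl H3K9 antibody plus donor/acceptor beads, 10 min dark.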
* = called active by the depositor; i = inactive; ? = inconclusive; . = no result given; & = joins results of further samples; [ ] = another dose, or the depositor's remark. Unless noted, calls come from the whole dose curve; as a rule, active = well fitted curve in the direction sought with a large enough effect; inconclusive = small, poorly fitted or top-dose-only effect, or another doubt; inactive = no such curve, though single readings can be large; an effect the other way counts as inactive or inconclusive. Only part of the results is shown; the hit share may differ from the screen's.

SMILES	HP1b binding inh	Pin1 inhibitor	GLS inh	BAZ2B inh	POLH inh	JMJD2A Tudor inh	PI4K2A block	Tb PGK inh	G9a block
Cc1c(S(=O)(=O)N2CCN(c3ccccc3)CC2)c(=O)n(C)c(=O)n1C	16%	0%	1%	-19%	1%	-7%	9	-7%	?
COC(=O)c1cc2ccc(OC)cc2c2cc(OC)c(OC)cc12	128%[activator]	?	1%	.	-18%	31%	-5	-2%	.
CCOC(=O)[C@@H]1[C@H]2COc3cc(OC)ccc3[C@@H]2N2C(=O)N(c3cccc(C)c3)C(=O)[C@@]12C	42%[activator]	2%	-12%	-7%	-24%	-16%	1	-2%	-8%
CC(=O)N(C(C)=O)c1cccc(N(Cc2ccccc2)Cc2ccccc2)c1	34%[57 µM]	10%	0%	.	-21%	-2%	3	6%	.
Cc1[nH]n(-c2cccc3ccccc23)c(=O)c1/C=N/c1sc2c(c1C#N)CCC2	-27%	9%	8%	?	?	?	4	-7%	?
CCCc1cc(=O)[nH]c(SCC(=O)NC(=O)OCC)n1	11%	-6%	8%	-6%	1%	-3%	-9	-6%	-24%
CCOC(=O)Cn1nc(C)c(-c2ccccc2)c1N	16%	-1%	0%	-23%	-6%	-12%	8	-1%	7%[59 µM]
CCCSc1nnc(-c2c[nH]c3ccccc23)n1CC	25%	0%	6%	9%	-3%	-7%	3	-3%	13%
COc1ccc(S(=O)(=O)NCCc2sc(-c3ccccc3)nc2C)cc1F	17%[57 µM]	-6%	-26%	0%	-15%	-21%	-2	i	10%[59 µM]
Nc1cc(Cl)ccc1C(=O)OCC(=O)NC(=O)NCc1ccccc1	39%	0%	0%	2%	-27%	7%[57.1 µM]	-3	i	22%[59 µM]
COc1ccc(-c2nnc(SCc3c(C)noc3C)o2)cc1	11%	-4%	-2%	-3%	-1%	-6%	-1	i	14%[59 µM]
COc1ccc(C2CC(=O)C=C(NCC3CCCO3)C2)cc1 (stereo not given)	23%	-1%	-3%	-7%	-1%	6%	6	2%	3%

Entries listed so far with four or more nitrogen atoms (three):
SMILES	HP1b binding inh	Pin1 inhibitor	GLS inh	BAZ2B inh	POLH inh	JMJD2A Tudor inh	PI4K2A block	Tb PGK inh	G9a block
Cc1c(S(=O)(=O)N2CCN(c3ccccc3)CC2)c(=O)n(C)c(=O)n1C	16%	0%	1%	-19%	1%	-7%	9	-7%	?
Cc1[nH]n(-c2cccc3ccccc23)c(=O)c1/C=N/c1sc2c(c1C#N)CCC2	-27%	9%	8%	?	?	?	4	-7%	?
CCCSc1nnc(-c2c[nH]c3ccccc23)n1CC	25%	0%	6%	9%	-3%	-7%	3	-3%	13%

Later entries
SMILES	HP1b binding inh	Pin1 inhibitor	GLS inh	BAZ2B inh	POLH inh	JMJD2A Tudor inh	PI4K2A block	Tb PGK inh	G9a block
CCc1nn(CC(=O)NCCc2ccc(S(N)(=O)=O)cc2)c(=O)c2cc3sccc3n12	27%	1%	3%	-8%	-6%	-8%	0	-3%	.
COc1ccc(N2CCN(C(=O)CCS(=O)(=O)c3cccc4nsnc34)CC2)cc1	-8%	2%	4%	-39%	9%	-23%	-2	1%	?
O=C(CSc1nnc(-c2ccc(Br)cc2)n1-c1ccccc1)c1ccccc1	31%	-3%	9%	4%	-9%	-24%	2	-6%	-33%[59 µM]
COc1ccc(C2(O)C(=O)Nc3ccc(C)cc32)cc1OC (stereo not given)	19%	3%	-7%	-1%	-7%	-5%	3	3%	23%[2.33 µM]
CCOc1ccc(N2C(=O)CSC2=S)cc1	48%[activator]	8%	2%	-24%	-9%	-6%	0	-3%	-24%
CC(=O)C1=C(O)C(=O)N(CCCn2ccnc2)C1c1ccc(Br)cc1 (stereo not given)	24%	1%	4%	?	-21%	-18%	1	2%	?
COc1ccc2[nH]c3c(=O)n(CCCCC(=O)N4CCC(C(N)=O)CC4)c(=S)[nH]c3c2c1	26%	?	-30%	-9%	-10%	3.5µM*	11	i	?
COc1ccccc1-c1noc(CCC(=O)Nc2cccc(C)c2)n1	34%	-1%	1%	-5%	-11%	-9%	-3	i	35µM*
O=C(CCS(=O)(=O)c1ccc(Cl)cc1)Oc1ccc2c(c1)OCO2	40%[activator]	3%	13%	6%	-2%	-10%	9	-7%	5%
Cc1ccc(C(=O)N[C@H](C(=O)OCc2cc(=O)n3c(n2)sc2ccccc23)C(C)C)cc1	31%	32%[activator]	-7%	8%	?	-15%	-7	2%	40µM*
Cc1c(O)cc2n(c1=O)-c1ccc(Cl)cc1C2(C)C	1%	1%	15%	-1%	8%	-8%	-1	-6%	20%[59 µM]
CN(C)/C=N/c1sc2c(c1C#N)CCCCC2	?	-1%	7%	?	-15%	?	-1	-2%	?

An excerpt from above in order of number of heavy atoms, high to low.
SMILES	HP1b binding inh	Pin1 inhibitor	GLS inh	BAZ2B inh	POLH inh	JMJD2A Tudor inh	PI4K2A block	Tb PGK inh	G9a block
CCc1nn(CC(=O)NCCc2ccc(S(N)(=O)=O)cc2)c(=O)c2cc3sccc3n12	27%	1%	3%	-8%	-6%	-8%	0	-3%	.
COc1ccc(N2CCN(C(=O)CCS(=O)(=O)c3cccc4nsnc34)CC2)cc1	-8%	2%	4%	-39%	9%	-23%	-2	1%	?
COc1ccc(C2(O)C(=O)Nc3ccc(C)cc32)cc1OC (stereo not given)	19%	3%	-7%	-1%	-7%	-5%	3	3%	23%[2.33 µM]
Cc1c(O)cc2n(c1=O)-c1ccc(Cl)cc1C2(C)C	1%	1%	15%	-1%	8%	-8%	-1	-6%	20%[59 µM]
CN(C)/C=N/c1sc2c(c1C#N)CCCCC2	?	-1%	7%	?	-15%	?	-1	-2%	?
CCOc1ccc(N2C(=O)CSC2=S)cc1	48%[activator]	8%	2%	-24%	-9%	-6%	0	-3%	-24%

(cont.)
SMILES	HP1b binding inh	Pin1 inhibitor	GLS inh	BAZ2B inh	POLH inh	JMJD2A Tudor inh	PI4K2A block	Tb PGK inh	G9a block
Cc1ccnc(NC(=O)c2c(-c3ccccc3Cl)noc2C)c1	31%[activator]	0%	3%	9%	-19%	-20%	4	-3%	8%[59 µM]
COc1ccc(C)cc1-n1nnnc1SCC(=O)NC1CCCC1	25%	1%	19%	28%	-4%	-12%	6	5%	-8%
Cc1cc2oc3ccc(NCCCn4ccnc4)cc3c(=O)c2cc1C	-15%	?	-4%	.	56µM*	?	0	-4%	.
COc1cccc(NC(=O)CCN2C(=O)c3ccccc3Sc3ncccc32)c1	58%&38%[activator]	-3%&-5%	1%&1%	-5%[57.1 µM]	-5%&-12%	-9%&-27%	0&1	8%&-1%	-7%[59 µM]
O=C(COC(=O)c1ccncc1)Nc1ccccc1	25%	-3%	-7%	-5%	-18%	-9%	5	-9%	7%
CCn1c(=O)n(C)c2c(=O)n(C)c(=O)n(C)c21	3%	0%	-13%	.	-3%	-8%	7	5%	.
O=C(O)c1cccnc1Nc1ccc(Cl)cc1	47%[activator]	-3%	2%	-17%	-5%	-1%	5	-8%	-34%
O=C(CN(Cc1cccs1)S(=O)(=O)c1ccc(S(=O)(=O)NC2CCCCC2)cc1)Nc1ccccc1	18%	-1%	3%	-7%	-14%	-31%	-4	-1%	-9%[59 µM]
CCN(CC)C(=O)C(=O)N/N=C/c1cccc(Br)c1	30%	-1%	-15%	-30%	-12%	-9%	9	i	24%
Cc1c(CCC(=O)NCCc2ccccc2)c(=O)oc2cc(O)ccc12	32%	4%	27%	-3%	0%	-10%	-5	9%	-26%[59 µM]
COc1ccccc1Oc1ccc(S(=O)(=O)N2CCN(C)CC2)cc1	-1%	-8%	2%	.	4%	-22%	-1	i	-19%
O=C(COc1ccccc1Cl)N1CCCCCCC1	13%	-1%	2%	-25%	-1%	-8%	0	-5%	19%
CN(C(=O)COC(=O)Cc1c(Cl)cccc1Cl)c1c(N)n(Cc2ccccc2)c(=O)[nH]c1=O	4%	3%	3%	6%	3%	-18%	3	i	-4%[2.33 µM]
Cc1cc2ccccc2n1-c1ccc(C(=O)N2CCC(C(=O)NCc3ccccc3Cl)CC2)s1	25%	44%[activator]	-8%	-17%	-24%	-11%	1	-7%	-8%[59 µM]
CSc1cccc(NC(=O)N2CCN(C)CC2)c1	10%	0%	0%	-20%	-18%	-13%	-6	i	15%[12.7 µM]
O=C(Oc1ccccc1)c1ccc2nccnc2c1	20%	5%	16%	-20%	-8%	-6%	3	6%	-7%[59 µM]
S=c1[nH]cnc2sc(Nc3ccccc3)nc12	30%	8%	-3%	-9%	-4%	-36%	-9	i	13%
COCCCn1nnnc1SCC(=O)N1c2ccccc2CC1C (stereo not given)	28%	5%	0%	-10%	-8%	-4%	-4	-2%	1%

Quoted from the listing.
In GLS inh, CN(C(=O)COC(=O)Cc1c(Cl)cccc1Cl)c1c(N)n(Cc2ccccc2)c(=O)[nH]c1=O has the entry 3%
In GLS inh, COCCCn1nnnc1SCC(=O)N1c2ccccc2CC1C (stereo not given) has the entry 0%
